MLL CXXC-DNA inh = inhibitors of human MLL CXXC domain-DNA interaction | Q03164 | MLL-CXXC / FITC-HOXA9 DNA fluorescence polarization | Potency, µM (doses to about 115 µM), for the others: top-dose activity change, negative = inhibition, hits mostly inhibitors | 0.037% of 290,000 active; active = well fitted inhibition curve with a large enough effect in the polarisation, with a control signal flat, not every such curve was filed as active; inconclusive = small, poorly fitted or top-dose-only effect, or effect the other way, or a change in a side signal; inactive = no such curve, though single readings can be large or run the other way; the % refers to the polarisation; note: potency is the fitted concentration of half-maximal effect
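Fluorescence polarization: 7 uM MLL-CXXC (stock) preincubated 5 min with compounds, then 50 nM fluorescein-HOX-A9 DNA (stock) added; 30 min ambient. Buffer 50 mM Tris-HCl pH 7.5, 50 mM NaCl, 1 mM DTT, 0.05% BSA.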
B2AR arrestin = agonists driving beta-arrestin recruitment to human beta2-adrenergic receptor; P07550; beta-arrestin recruitment to beta2AR, cell-based reporter; Potency, µM (highest dose often 46.1 µM), for the others: top-dose activation, most hits filed as activators; 0.02% of 330,000 active; AID 492947;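 note: potency is the fitted concentration of half-maximal effect; 0% = DMSO controls and full agonism = EC100 isoproterenol or metaproterenol; nearly all actives have a fitted effect of over 65% in size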
TRPV1 ag = human TRPV1 agonism. TRPV1-expressing cells, Fluo-8 calcium influx, agonist mode. activation, % at 8.33 µM. 0.19% of 320,000 active; in the data active = activation above about 80%; inconclusive = between about 30% and that limit; note: 0% is about no effect
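Fluo-8 calcium influx in TRPV1-expressing cells, kinetic read (ex 480/em 520 nm). Compound added and read 3 min for agonist activity, followed by capsaicin at EC20 final and 2 min further read for enhancement.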
Giardia kill = kills Giardia lamblia; Giardia lamblia trophozoite viability; activity change, % at 7.66 µM, hits read low; 0.15% of 340,000 active; AID 540267; in the data active = activity change below about -80%; inconclusive = between about -30% and that limit;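 note: parasites exposed to compound for two days anaerobically before the ATP read; % is set by controls: 0 for no effect and ±100 for the full control effect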
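Giardia trophozoites, 100 cells per well, were exposed to compounds for 48 hrs at 37 deg C under anaerobic conditions; viability was then read as ATP content by bioluminescence after 15-30 min at room temperature.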
PKM2 activator = activators of human pyruvate kinase M2; P14618; purified PKM2, Kinase-Glo ATP luminescence, activation; response scale: 0% is enzyme alone, no compound; Potency, µM (top dose mostly 57.5 µM), for the others: top-dose activation, hits mostly activators; 0.34% of 260,000 active; note: potency is the fitted concentration of half-maximal effect; % is set by controls: 0 for no effect and ±100 for the full control effect; nearly all actives have a fitted effect of over 55% in size
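Purified hPK-M2 (>95%) run at intermediate activity with 0.1 mM ADP and 0.5 mM PEP in 50 mM imidazole pH 7.2, KCl, MgCl2; 1 h room temperature. ATP formed read by Kinase-Glo luminescence; normalized to uninhibited and no-enzyme controls.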
KCNH2 WT inh = inhibitors of human wildtype KCNH2 potassium channel; activity change, % at 1.84 µM; AID 720551; Q12809; U2OS, BacMam KCNH2, thallium flux FluxOr; hits give low values; 0.37% of 340,000 active;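 active = maximum activity change below -70%; inconclusive = maximum activity change between -70% and -50%; inactive = maximum activity change above -50%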; note: % is set by controls: 0 for no effect and ±100 for the full control effect
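U2OS cells transduced with wild-type KCNH2 virus are loaded with FluxOr dye for 45 min, and thallium flux is measured in kinetic reads before and after stimulation buffer. Rate constants are normalized to DMSO controls.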
FBPA coupling cs = inhibits coupling enzyme system, counter-screen for aldolase hits; AID 2472; 0.67% of 290,000 active; activity change, negative = inhibition, % at 58.2 µM, hits read low; coupling enzyme system counterscreen, AmpLite Red fluorescence; in the data active = activity change below about -30%; note: % is set by controls: 0 for no effect and ±100 for the full control effect
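Counterscreen lacking aldolase: glyceraldehyde-3-phosphate coupling-enzyme reagent preincubated 10 min at RT with compound (at 57.5 uM final), then substrate/coupling system with AmpLite Red added; fluorescence read at 525/598 nm after 20 min RT.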
GALK inh = blocks human galactokinase activity; P51570; 0.007% of 270,000 active; AID 1868; Purified GALK, Kinase-Glo residual ATP luminescence; Potency, µM (series often up to 57.5 µM), without a hit: top-dose activity change, negative = inhibition, most hits filed as inhibitors; note: potency is the fitted concentration of half-maximal effect; % is set by controls: 0 for no effect and ±100 for the full control effect
Target sequence (P51570 whole entry, looked up): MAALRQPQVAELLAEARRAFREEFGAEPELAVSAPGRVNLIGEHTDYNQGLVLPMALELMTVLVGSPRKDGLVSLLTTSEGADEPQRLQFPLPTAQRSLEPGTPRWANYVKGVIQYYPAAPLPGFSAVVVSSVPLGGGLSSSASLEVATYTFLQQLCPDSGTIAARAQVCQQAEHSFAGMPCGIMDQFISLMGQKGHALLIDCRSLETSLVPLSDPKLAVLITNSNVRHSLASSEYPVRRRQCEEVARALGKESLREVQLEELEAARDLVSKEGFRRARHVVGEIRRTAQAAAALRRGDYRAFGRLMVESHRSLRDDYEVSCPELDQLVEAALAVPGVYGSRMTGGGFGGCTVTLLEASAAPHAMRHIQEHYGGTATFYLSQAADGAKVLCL
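5 nM enzyme, 35 uM ATP, 100 uM galactose, 20 mM HEPES pH8.0, 5 mM MgCl2; 1 h RT; residual ATP by Kinase-Glo Plus luminescence, qHTS format.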
KCNH2 3.1 block = blocks the human KCNH2 3.1 channel isoform; U2OS KCNH2 3.1, thallium flux FluxOr; hits give low values; 0.95% of 340,000 active; activity change, % (tested at about 1.8 µM);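 active = maximum activity change below -70%; inconclusive = maximum activity change from -70% to -50%; inactive = maximum activity change above -50%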;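 note: thallium influx rate constant from kinetic fluorescence after stimulation buffer; % is set by controls: 0 for no effect and ±100 for the full control effect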
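FluxOr-based Tl+ influx in U2OS cells transduced with KCNH2 3.1 virus; rate constants normalized to DMSO controls.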
USP2a inh = USP2a (human) protease inhibition; Potency, µM (top dose mostly 38.3 µM), for inactives: at the highest dose activity change, negative = inhibition, actives largely listed as inhibitors; AID 463254; 0.01% of 330,000 active; O75604; USP2 core, Ub-CHOP2 coupled fluorogenic reporter, 485/531;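 note: potency is the fitted concentration of half-maximal effect; plate controls were DMSO wells for no effect and full inhibition by NEM control for full effect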
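USP2 core (10nM final) preincubated 30min RT with compound in 20mM Tris-HCl pH 8.0, 2mM CaCl2, 2mM beta-mercaptoethanol, 0.05% CHAPS; 25nM Ub-CHOP2 plus 25nM reporter substrate added, fluorescence (Ex485/Em531) read after 60min.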
Menin MLL FP TR = displaces Texas Red mutant MLL peptide from human menin. O00255. Menin + Texas Red MLL mutant peptide, fluorescence polarization. Potency, µM (titrated, usually from 61.6 µM), for the others: top-dose FP activity change, negative = inhibition, actives largely listed as inhibitors. 0.23% of 270,000 active. AID 1768; active = well fitted inhibition curve with a large enough effect in the polarisation, with a control signal flat, not every such curve was filed as active; inconclusive = small, poorly fitted or top-dose-only effect, or effect the other way, or a change in a side signal; inactive = no such curve, though single readings can be large or run the other way; the % refers to the polarisation; note: potency is the fitted concentration of half-maximal effect; % of control where 0% means no effect; many of its hits are not listed in these tables
Target sequence (O00255 whole entry, looked up): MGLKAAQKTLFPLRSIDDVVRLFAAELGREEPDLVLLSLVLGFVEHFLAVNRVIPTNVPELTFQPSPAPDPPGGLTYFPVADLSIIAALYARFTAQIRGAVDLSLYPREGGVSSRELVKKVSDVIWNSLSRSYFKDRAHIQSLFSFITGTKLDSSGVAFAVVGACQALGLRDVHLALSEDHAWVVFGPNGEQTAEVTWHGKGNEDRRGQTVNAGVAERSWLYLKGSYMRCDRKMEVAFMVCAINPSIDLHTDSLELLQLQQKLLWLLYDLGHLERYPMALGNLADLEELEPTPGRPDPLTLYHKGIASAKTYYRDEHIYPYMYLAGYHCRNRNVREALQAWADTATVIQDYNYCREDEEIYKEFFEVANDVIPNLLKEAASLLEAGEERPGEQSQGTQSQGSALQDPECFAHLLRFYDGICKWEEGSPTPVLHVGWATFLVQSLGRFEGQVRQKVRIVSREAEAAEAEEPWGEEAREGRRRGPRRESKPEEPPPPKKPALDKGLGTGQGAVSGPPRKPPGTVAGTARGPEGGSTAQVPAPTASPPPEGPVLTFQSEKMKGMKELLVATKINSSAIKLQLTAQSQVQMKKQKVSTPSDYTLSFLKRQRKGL
The depositor's hits bear a star; u = inconclusive; x = no result given; & = joins results of further samples; [ ] = another dose, or the depositor's remark. Unless noted, calls come from the whole dose curve; as a rule, active = well fitted curve in the direction sought with a large enough effect; inconclusive = small, poorly fitted or top-dose-only effect, or another doubt; inactive = no such curve, though single readings can be large; an effect the other way counts as inactive or inconclusive. An excerpt. The share of hits here may be higher or lower than overall.

Below each SMILES: MLL CXXC-DNA inh	B2AR arrestin	TRPV1 ag	Giardia kill	PKM2 activator	KCNH2 WT inh	FBPA coupling cs	GALK inh	KCNH2 3.1 block	USP2a inh	Menin MLL FP TR
Cc1c(C(=O)NN)nn(-c2ccc(Cl)cc2)c(=O)c1C#N
 : -6%	-0.2%	0	-4	-4%	-5	-20	8%	-5	-3%	11%
NC(=O)c1c(NC(=O)CSc2nc3c(c(C(F)(F)F)n2)CCc2ccccc2-3)sc2c1CCCC2
 : 21%	0.1%	1	-10	-1%	0	3	2%	5	0%	-6%
O=C(Cn1cncn1)N/N=C/c1cccc2ccccc12
 : 6%	-3.6%	2	-26	2%	-4	-1	x	-16	1%	0%
CSc1cccc(NC(=O)C2(S(=O)(=O)c3ccc(C)cc3)CC2)c1
 : 2%	-0.2%	0	-18	0%	-3	-5	0%	-4	-8%	4%
O=C(NCC1CCCO1)c1c(O)c2cccc3c2n(c1=O)CC3 (stereo not given)
 : -3%	0.2%	7	-17	-1%	-4	4	-3%	0	3%	3%
CC1=Nc2cc(C(=O)N3CCCC3)ccc2Sc2ccc(C)cc21
 : 8%	0.4%	3	12	x	-6	1	10%	-22	0%	-14%
CCn1c(Sc2nc(C)nc3scc(-c4cccs4)c23)n[nH]c1=O
 : 23%	-0.3%	u	-5	0%	-5	1	-3%	9	2%	-23%
COC(=O)[C@@]1(Cc2ccc(OC)cc2)[C@@H]2[C@@H](CC(=O)[C@H]2CC(=O)C(=O)N(C)C)CN1C(=O)c1ccccc1
 : -5%	0.4%	-1	-7	1%&1%	12	-1&-1	x	16	0%	-2%&1%
COc1ccc(-n2nc([N+](=O)[O-])c(=NCCc3ccccc3)n2O)cc1
 : 3%	-0.1%	6	u	-1%	13	-3	0%	1	-1%	-3%
CCOCCCNC(=O)C(NC(=O)c1ccccn1)c1ccc(C)cc1 (stereo not given)
 : -3%	0.2%	1	-9	-6%	15	0	0%	-7	0%	-7%
COc1ccccc1N(CC(=O)NC1CCCCC1)S(C)(=O)=O
 : 8%	-1.1%	-1	10	-2%	-16	3	1%	-3	2%	-12%
Cc1ccc(C=Nc2cc([N+](=O)[O-])ccc2C)s1
 : 0%	-0.3%	6	-7	-11%	-7	7	0%	1	4%	1%
O=C(N/N=C/C(Br)=C/c1ccccc1)c1ccccc1[N+](=O)[O-]
 : 7%	0.0%	1	-11	-1%[11.5 µM]	4	0	-2%	7	0%	33%[activator]
CCOC(=O)c1sc(=NC(=O)c2ccc(S(=O)(=O)N3CC(C)OC(C)C3)cc2)n(C)c1C (stereo not given)
 : 17%	-0.2%	5	18	3%	-28	0	1%	14	5%	2%
CC1(C)CC(=O)C=C(c2cccc3c2Oc2ccccc2S3)C1
 : x	0.0%	u	-22	x	11	x	x	-3	4%	x

Compound profiles (already shown):
Results for CCOC(=O)c1sc(=NC(=O)c2ccc(S(=O)(=O)N3CC(C)OC(C)C3)cc2)n(C)c1C (stereo not given) : MLL CXXC-DNA inh = 17%; B2AR arrestin = -0.2%; TRPV1 ag = 5; Giardia kill = 18; PKM2 activator = 3%; KCNH2 WT inh = -28; FBPA coupling cs = 0; GALK inh = 1%; KCNH2 3.1 block = 14; USP2a inh = 5%; Menin MLL FP TR = 2%
Results for CC1=Nc2cc(C(=O)N3CCCC3)ccc2Sc2ccc(C)cc21 : MLL CXXC-DNA inh = 8%; B2AR arrestin = 0.4%; TRPV1 ag = 3; Giardia kill = 12; PKM2 activator = x; KCNH2 WT inh = -6; FBPA coupling cs = 1; GALK inh = 10%; KCNH2 3.1 block = -22; USP2a inh = 0%; Menin MLL FP TR = -14%

Next part.
Below each SMILES: MLL CXXC-DNA inh	B2AR arrestin	TRPV1 ag	Giardia kill	PKM2 activator	KCNH2 WT inh	FBPA coupling cs	GALK inh	KCNH2 3.1 block	USP2a inh	Menin MLL FP TR
CCN(CC)CCOC(=O)C1(c2ccc(OC)c(OC)c2)CCCC1
 : 7%	-0.9%	-1	-11	-4%	3	-3	0%	10	-1%	-6%
CCOC(=O)N1CCN(CC(=O)Nc2ccc(F)cc2F)CC1
 : 14%	-0.8%	2	1	0%	2	-1	8%	-25	2%	1%
Cc1ccc(C(=O)CC2(O)C(=O)N(Cc3ccccc3Cl)c3ccccc32)o1 (stereo not given)
 : -3%	0.3%	11	4	-1%	2	1	-2%	9	0%	-1%
CC(=O)N1[C@@H]2CC3C4CC=C5C[C@@H](O)CC[C@]5(C)C4CC[C@]3(C)[C@@]21C(C)=O (stereo not given in full)
 : -1%	-0.2%	3	-5	-4%	9	5	x	-1	2%	0%
COc1ccc2c(c1)O[C@H](c1ccc3c(c1)OCO3)[C@@H](OC(=O)N[C@H]1CCCc3ccccc31)C2=O
 : 17%	-1.8%	2	-7	2%	6	0&-3	x	-14	-1%	-22%&1%
OCCNCc1cccc(OCc2ccc(Cl)cc2)c1
 : 10%	0.1%	2	8	-4%	-20	0	0%	-17	1%	-23%
Cc1ccc2cc(C#N)c(N3CCCN(C(=O)C4CCCO4)CC3)nc2c1C (stereo not given)
 : 8%	-0.1%	24	3	12%	0	-1	2%	8	0%	-10%
CCCCc1ccc(NC(=O)C(=O)NCCN2CCN(C(=O)c3ccc([N+](=O)[O-])cc3)CC2)cc1
 : 7%	-0.8%	-6	7	-5%	u	2	0%	-101*	2%	u
O=Cc1ccc(C(=O)OCC(=O)NC(=O)Nc2ccccc2F)cc1
 : x	-0.5%	x	-17	x	-11	x	x	-4	0%	x
Cc1ccc(CNC(=O)c2nccnc2C(=O)O)cc1
 : u	-0.1%	1	4	x	3	-1	-1%	4	-2%	-21%
Brc1ccc(CN2C3=NCCCN3c3ccccc32)cc1
 : 0%	0.7%	0	14	-12%	16	-3	2%	-75*	-1%	-2%
CNC(=O)CN(Cc1ccccc1)S(=O)(=O)c1ccccc1
 : 5%	0.3%	-1	-6	22%	9	-4	5%	-7	4%	-5%
Cc1ccc(NC2CC(=O)N(CCc3ccccc3)C2=O)cc1 (stereo not given)
 : 10%	-0.2%	0	-13	-2%	4	-12	1%	-5	4%	3%
CNC(=O)CC1C(=O)N(c2ccc(F)cc2)C(=S)N1NC(=O)c1ccc(Cl)cc1 (stereo not given)
 : -9%	-0.2%	10	-7	x	1	-4	1%	-7	0%	u
CC(CCc1ccccc1)NC(=O)c1ccccc1C(=O)O (stereo not given)
 : 0%	-1.1%	-2	-18	x	-1	-1	-1%	3	4%	0%
Cc1nc2cc(C(=O)OCC(=O)Nc3ccc(C#N)cc3)ccc2n1-c1ccccc1
 : 7%	-0.9%	-4	-10	5%	7	2	1%	5	-4%	-5%
COc1ccc(C(=O)N2CCC(NC(=O)C(Cc3ccccc3OC)NC(C)=O)CC2)cc1 (stereo not given)
 : 0%	-0.3%	0	8	1%	-3	0	0%	0	2%	-9%
CC1CC2(CCCC2)N(C(=O)N(C)C)c2ccc(F)cc21 (stereo not given)
 : 2%	-0.1%	0	-5	x	-4	0	x	9	-1%	-5%
COc1cc(/C=N/n2cnnc2)ccc1OCc1ccccc1
 : -2%	4.2%	4	20	11%	4	x	-2%	-3	1%	-2%
COC(=O)C1=C(C)NC(=O)NC1c1ccc(-c2ccccc2Cl)o1 (stereo not given)
 : u	-0.2%	13	10	-1%	-1	-2	4%	4	2%	u
COc1ccc(/C=N\Nc2ccccc2[N+](=O)[O-])c(C(=O)O)c1OC
 : -14%	0.5%	x	-8	-6%	-22	24	4%	-6	-1%	x
CC(C)NC(=O)C(=O)NCCC1CCCCN1S(=O)(=O)c1cccs1 (stereo not given)
 : x	0.4%	2	8	x	10	x	x	16	1%	x
COc1cc(C(F)(F)F)c(C(=O)N(C)c2ccc(Cl)cc2)cn1
 : -8%	3.6%	4	1	-3%	-3	-1	9%	7	2%	x
CCOc1ccccc1NC(=S)/C(=C(\[O-])c1ccc2c(c1)OCCO2)[n+]1ccc(CC)cc1
 : 1%	-0.3%	1	-5	-5%	-10	-8	1%	-8	0%	2%
Nn1c(SCc2cn3ccsc3n2)nnc1-c1ccncc1
 : 9%	0.0%	-3	-1	u	-18	2	-2%	9	0%	18%
